From PubChem
RTF Ca sens act: increases calcium sensitivity of human cardiac regulated thin filaments. IANBD-labeled TnC RTF fluorescence at EC20 calcium; 0% EC20 calcium, 100% full calcium. 340,000 tested, 0.24% active. AID 493008. activation, % at 7.2 µM;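 active = activation above the mean over all tested compounds plus 3 SD, cut at about 30% in these data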;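 also: rise in fluorescence read as greater calcium sensitivity of cardiac thin filaments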
Rtt109 Vps75: inhibitors of Candida albicans Rtt109/Vps75 histone acetyltransferase. purified Rtt109/Vps75, ThioGlo CoA-SH fluorescence, 4 h. AID 540336. 330,000 tested, 0.16% active. Q5AAJ8. inhibition, % at 34.9 µM;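 active = inhibition of at least 50% in every replicate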
SR-BI uptake up: enhances SR-BI lipid uptake from DiI-HDL. 320,000 tested, 0.096% active. activation, % at 12.5 µM. CHO ldlA[mSR-BI] cells, DiI-HDL uptake fluorescence, 3 h; 100 = double the neutral-control signal;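 active = mean replicate activation of at least 60% and every replicate at or above 60%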;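 also: 0% = median plate neutral-control signal and 100% = twice that signal; values of inactives mirror those of a sister screen read the other way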
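Test system: SR-BI-overexpressing, LDLR-lacking CHO cells; Also added: labelled HDL, 10 µg/mL; Measured by: bottom-read cell fluorescence after medium removal, ex 550/em 595 nm; Timing: 3 h uptake period with compound, 37 °C; Buffer or medium: F12, 0.5% BSA, 25 mM HEPES; Doses: single compound concentration, delivered by pin transfer.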
DAGLB inhibitor: diacylglycerol lipase beta (human) inhibition; Q8NCG7; HEK293T DAGLB membrane lysate, EnzChek fluorogenic substrate; inhibition, % at 5.17 µM; 340,000 tested, 0.059% active; in the data active = inhibition above about 34%;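 also: 0% = enzyme with vehicle and 100% = wells lacking enzyme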
Target sequence (Q8NCG7 whole entry, looked up): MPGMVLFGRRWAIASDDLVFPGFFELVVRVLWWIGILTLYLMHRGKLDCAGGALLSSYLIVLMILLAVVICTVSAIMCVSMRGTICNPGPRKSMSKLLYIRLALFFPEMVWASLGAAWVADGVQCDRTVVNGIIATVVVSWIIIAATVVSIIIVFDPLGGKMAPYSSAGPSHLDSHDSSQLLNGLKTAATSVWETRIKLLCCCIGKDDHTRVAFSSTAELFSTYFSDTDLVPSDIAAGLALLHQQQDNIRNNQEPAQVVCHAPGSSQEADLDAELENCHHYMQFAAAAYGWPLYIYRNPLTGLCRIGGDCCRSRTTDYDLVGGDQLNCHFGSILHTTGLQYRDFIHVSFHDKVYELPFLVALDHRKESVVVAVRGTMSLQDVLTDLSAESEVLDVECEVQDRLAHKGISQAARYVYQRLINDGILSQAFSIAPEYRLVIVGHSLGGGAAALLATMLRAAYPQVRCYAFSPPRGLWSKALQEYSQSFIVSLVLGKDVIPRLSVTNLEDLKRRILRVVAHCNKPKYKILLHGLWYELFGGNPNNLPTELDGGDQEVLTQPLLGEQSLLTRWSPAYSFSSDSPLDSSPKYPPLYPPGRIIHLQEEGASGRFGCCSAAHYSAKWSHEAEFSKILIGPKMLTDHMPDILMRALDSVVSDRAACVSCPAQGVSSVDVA
CAL PDZ FP-1: inhibitors of human CAL PDZ peptide binding; purified CAL PDZ, TMR-peptide fluorescence polarization, 1 h; inhibition, % at 20 µM; 330,000 tested, 0.02% active; AID 504414;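 active = highest replicate inhibition of at least 40%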;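 also: plate controls were DMSO neutral control wells for no effect and unlabeled competitor peptide control wells for full effect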
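Read-out basis: mP drop reported as inhibition | Assay system: Tagged CAL PDZ protein CerCALP, purified | Benchmarks: Unlabelled peptide for full inhibition, DMSO wells as neutral | Schedule: 1 h incubation at room temperature before polarization reading | Buffer or medium: Sodium phosphate/NaCl buffer pH 7.4 with TCEP, IgG, Thesit | Doses: Single point, 20 µM | Measured by: Fluorescence polarization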
LANA DNA inh: inhibitors of KSHV LANA C-terminal domain DNA binding; MBP-C-LANA/FAM-LBS DNA binding, fluorescence polarization; inhibition, % at 9 µM; 340,000 tested, 0.078% active;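 active = highest replicate inhibition at or above 60% at 9 µM, even if other replicates fall short; inactive = all replicates below 60% inhibition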;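 also: 0% = neutral control wells and 100% = 4 µM acridine orange control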
PKA-R2B act: PKA-R2B complex activation. activation, % at 11.4 µM. PKA-R2B holoenzyme dissociation, Cy5-IP20 fluorescence polarization; R2B truncated from residue 108, S112A mutant; 0% DMSO only, 100% 113 µM cGMP. 340,000 tested, 0.079% active. AID 504700;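 active = activation above a cutoff set at the mean over all compounds plus 3 SD, cut at about 18% in these data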;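 also: higher means more holoenzyme dissociation and a rise in polarization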
Target sequence (P31323 whole entry, looked up, other chains not shown, the tested form may be a part): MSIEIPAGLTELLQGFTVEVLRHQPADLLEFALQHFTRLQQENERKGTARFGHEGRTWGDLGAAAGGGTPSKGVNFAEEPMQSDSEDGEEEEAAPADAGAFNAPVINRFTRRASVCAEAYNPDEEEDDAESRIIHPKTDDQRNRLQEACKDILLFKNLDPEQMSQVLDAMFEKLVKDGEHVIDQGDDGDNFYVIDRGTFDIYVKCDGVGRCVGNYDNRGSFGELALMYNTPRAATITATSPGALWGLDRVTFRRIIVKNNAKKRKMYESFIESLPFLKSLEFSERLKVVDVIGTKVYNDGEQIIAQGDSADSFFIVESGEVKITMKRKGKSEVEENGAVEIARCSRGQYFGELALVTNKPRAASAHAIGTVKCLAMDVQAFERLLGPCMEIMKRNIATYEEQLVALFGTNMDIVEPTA
Keap1-Nrf2 PPI: disrupts human Keap1 binding to Nrf2 peptide; Keap1 Kelch-Nrf2 peptide fluorescence polarization, 1536-well; inhibition, % at 9.4 µM; 340,000 tested, 0.15% active; AID 504523; in the data active = inhibition above about 12%;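 also: human Keap1 Kelch domain with fluorescein labeled Nrf2 9mer peptide probe; 0% = neutral control wells and 100% = peptide positive control; higher means more block of Keap1 binding to Nrf2 peptide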
Cardiac RTF inh: cardiac RTF calcium desensitization; P19429+P45379; IANBD-labeled cardiac RTF, Ca2+ fluorescence; inhibition, % at 7.15 µM; 340,000 tested, 0.12% active; AID 493244;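 active = inhibition above the mean inhibition of all tested compounds plus 3 SD, cut at about 17% in these data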;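 also: assay run at fixed EC70 calcium of 1.6 mM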
CAL PDZ FP-2: CAL PDZ (human) peptide binding inhibition; inhibition, % at 24.9 µM; purified CAL PDZ, TMR-peptide fluorescence polarization, 1 h; Q9HD26; AID 602252; 300,000 tested, 0.92% active;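 active = mean inhibition of at least 30% with at least half of replicates also reaching 30%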;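 also: 0% = DMSO neutral control and 100% = excess unlabeled competitor peptide PRC23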
* hit, by the source's call; & = joins results of further samples.

Results for CC(OC(=O)c1ccc(-n2cnnn2)cc1)C(=O)N(C)c1ccccc1 (stereo unspecified) ?
RTF Ca sens act: -1; Rtt109 Vps75: -5; SR-BI uptake up: 21; DAGLB inhibitor: -1; CAL PDZ FP-1: -2.2; LANA DNA inh: -0.5; PKA-R2B act: -8; Keap1-Nrf2 PPI: -5; Cardiac RTF inh: 0; CAL PDZ FP-2: -6

How did CCOc1ccc(C(=O)CSCC(=O)O)cc1 do in these assays?
RTF Ca sens act: 6; Rtt109 Vps75: -14; SR-BI uptake up: -7; DAGLB inhibitor: 2; CAL PDZ FP-1: 0.4; LANA DNA inh: 2.0; PKA-R2B act: -2; Keap1-Nrf2 PPI: 0; Cardiac RTF inh: 8; CAL PDZ FP-2: 12

Results for CC1CCCC(C)N1CCCNC(=O)c1ccc2nc(N3CCOCC3)sc2c1 (stereo unspecified) ?
RTF Ca sens act: -2; Rtt109 Vps75: 8; SR-BI uptake up: -4; DAGLB inhibitor: 1; CAL PDZ FP-1: -1.3; LANA DNA inh: 2.9; PKA-R2B act: -3; Keap1-Nrf2 PPI: -1; Cardiac RTF inh: -10

How did CC1CC(CCN)(c2ccccc2)C(C)CN1C (stereo unspecified) do in these assays?
RTF Ca sens act: 7; Rtt109 Vps75: 1; SR-BI uptake up: 22; DAGLB inhibitor: -6; CAL PDZ FP-1: -0.3; LANA DNA inh: -1.9; PKA-R2B act: 7; Keap1-Nrf2 PPI: -3; Cardiac RTF inh: -14

Results for CCN1CCN(Cc2ccc(NC(=O)c3cc(NC(=O)c4cc5cccc(OC)c5o4)cc(OC)c3)cc2C(F)(F)F)CC1 ?
RTF Ca sens act: -3; Rtt109 Vps75: 1; SR-BI uptake up: -29; DAGLB inhibitor: -3&2; CAL PDZ FP-1: -4.6; LANA DNA inh: 3.2; PKA-R2B act: -15&-13; Keap1-Nrf2 PPI: -1; Cardiac RTF inh: 3; CAL PDZ FP-2: -5

Results for O=C(Cc1ccccc1)N[C@H](c1ccccc1)P(=O)(O)CO ?
RTF Ca sens act: 2; Rtt109 Vps75: -5; SR-BI uptake up: 24; DAGLB inhibitor: 2; LANA DNA inh: -2.6; PKA-R2B act: -16; Keap1-Nrf2 PPI: -1; Cardiac RTF inh: -9; CAL PDZ FP-2: -3

How did CCOP(=O)(OCC)C(Nc1cc(Cl)cc(Cl)c1)c1cccc(O)c1 (stereo unspecified) do in these assays?
RTF Ca sens act: -3; Rtt109 Vps75: 2; SR-BI uptake up: 12; DAGLB inhibitor: 0; CAL PDZ FP-1: -2.5; LANA DNA inh: 1.4; PKA-R2B act: 1; Keap1-Nrf2 PPI: 4; Cardiac RTF inh: 0; CAL PDZ FP-2: -1

How did Cc1ccnc(NC(=O)c2cc([N+](=O)[O-])cc([N+](=O)[O-])c2)c1 do in these assays?
RTF Ca sens act: 7; Rtt109 Vps75: 9; SR-BI uptake up: -9; DAGLB inhibitor: 0; CAL PDZ FP-1: -14; LANA DNA inh: -0.3; PKA-R2B act: 8; Keap1-Nrf2 PPI: -2; Cardiac RTF inh: -8; CAL PDZ FP-2: 2

What do the screens show for `O=C(OCc1c(-c2ccccc2)ncc2ccccc12)c1ccc(Cl)cc1Cl`?
RTF Ca sens act: 1; Rtt109 Vps75: 2; SR-BI uptake up: -15; DAGLB inhibitor: -3; CAL PDZ FP-1: 0.1; LANA DNA inh: -5.3; PKA-R2B act: 12; Keap1-Nrf2 PPI: -1; Cardiac RTF inh: 1; CAL PDZ FP-2: -1

Results for COC(=O)c1c(NC(=O)CSc2nnc(-c3ccco3)n2Cc2ccccc2)sc(C)c1C ?
RTF Ca sens act: 2; Rtt109 Vps75: -7; SR-BI uptake up: -60; DAGLB inhibitor: -1; CAL PDZ FP-1: -1.7; LANA DNA inh: 2.7; PKA-R2B act: -3; Keap1-Nrf2 PPI: 1; Cardiac RTF inh: -4; CAL PDZ FP-2: 2

Results for Cc1cccc(OCc2nnc(SCC(=O)N3CCCC3)n2C)c1 ?
RTF Ca sens act: -4; Rtt109 Vps75: 5; SR-BI uptake up: 5; DAGLB inhibitor: 2; CAL PDZ FP-1: -0.5; LANA DNA inh: -0.3; PKA-R2B act: -1; Keap1-Nrf2 PPI: 5; Cardiac RTF inh: 1

What do the screens show for `O=C(O)c1ccc2c(c1)N(Cc1ccccc1F)C(=O)c1ccccc1S2=O` (stereo unspecified)?
RTF Ca sens act: 0; Rtt109 Vps75: -1; DAGLB inhibitor: 0; CAL PDZ FP-1: 0.2; LANA DNA inh: -0.9; PKA-R2B act: -3; Keap1-Nrf2 PPI: -4; Cardiac RTF inh: -11; CAL PDZ FP-2: -2

Results for COc1cccc(CNCc2ccco2)c1O ?
RTF Ca sens act: -2; Rtt109 Vps75: -8; SR-BI uptake up: 23; DAGLB inhibitor: -1; CAL PDZ FP-1: 1.5; LANA DNA inh: 0.5; PKA-R2B act: -2; Keap1-Nrf2 PPI: 2; Cardiac RTF inh: -5; CAL PDZ FP-2: -2

What do the screens show for `Cc1c(C(=O)Nc2nc3ccccc3[nH]2)oc2c(Cl)cccc12`?
RTF Ca sens act: 1; SR-BI uptake up: -16; DAGLB inhibitor: -3; CAL PDZ FP-1: -3.9; LANA DNA inh: -0.9; PKA-R2B act: -2; Keap1-Nrf2 PPI: 3; Cardiac RTF inh: -2; CAL PDZ FP-2: -5

Results for COc1ccc(CNC(=O)[C@H](C)NC(=O)C2CCN(C(=O)[C@H](CCSC)NC(=O)OC(C)(C)C)CC2)cc1 ?
RTF Ca sens act: 7; Rtt109 Vps75: -3; SR-BI uptake up: 11; DAGLB inhibitor: -3; CAL PDZ FP-1: -0.6; LANA DNA inh: -0.1; PKA-R2B act: 9; Keap1-Nrf2 PPI: -4; Cardiac RTF inh: -6; CAL PDZ FP-2: -10

How did Cc1nc2c(C#N)cnn2c2c1CCNN2C do in these assays?
RTF Ca sens act: 9; Rtt109 Vps75: -1; SR-BI uptake up: 4; DAGLB inhibitor: 3; CAL PDZ FP-1: -0.3; LANA DNA inh: 1.3; PKA-R2B act: -8; Keap1-Nrf2 PPI: -9; Cardiac RTF inh: 7; CAL PDZ FP-2: 6

Results for O=C(CSc1n[nH]c(-c2ccccc2)n1)Nc1ncccn1 ?
RTF Ca sens act: -3; Rtt109 Vps75: 3; SR-BI uptake up: 27; DAGLB inhibitor: -1; CAL PDZ FP-1: -2.1; LANA DNA inh: -1.7; PKA-R2B act: 0; Keap1-Nrf2 PPI: 1; Cardiac RTF inh: -2; CAL PDZ FP-2: 0

How did Cc1ccc(C(=O)c2ccc(C)cc2)cc1 do in these assays?
RTF Ca sens act: 1; Rtt109 Vps75: 4; SR-BI uptake up: 0; DAGLB inhibitor: -11; CAL PDZ FP-1: -1.7; LANA DNA inh: -0.5; PKA-R2B act: -13; Keap1-Nrf2 PPI: -3; Cardiac RTF inh: 7

Results for CN(CC(=O)Nc1ccc(Cl)c(C(F)(F)F)c1)C(=O)Cc1n[nH]c(=O)c2ccccc12 ?
RTF Ca sens act: -4; Rtt109 Vps75: -1; SR-BI uptake up: -5; DAGLB inhibitor: 5; CAL PDZ FP-1: -2.4; LANA DNA inh: 0.7; PKA-R2B act: -3; Keap1-Nrf2 PPI: -5; Cardiac RTF inh: 1; CAL PDZ FP-2: -4

How did C=CCNC(=S)NNC(=O)c1cccn(Cc2cccc(Cl)c2)c1=O do in these assays?
RTF Ca sens act: -5; Rtt109 Vps75: 2; SR-BI uptake up: 16; DAGLB inhibitor: 2; CAL PDZ FP-1: 0.1; LANA DNA inh: 0.7; PKA-R2B act: -2; Keap1-Nrf2 PPI: 0; Cardiac RTF inh: -6

What do the screens show for `CC(NC(=O)c1cc2c(s1)CCCC2)C(C)(C)C` (stereo unspecified)?
RTF Ca sens act: 11; Rtt109 Vps75: 5; SR-BI uptake up: -10; DAGLB inhibitor: -1; CAL PDZ FP-1: -3.1; LANA DNA inh: -1.3; PKA-R2B act: 0; Keap1-Nrf2 PPI: 0; Cardiac RTF inh: -6

How did Cc1cc(S(=O)(=O)NC2CCCCC2)ccc1OCC(=O)NCc1ccccn1 do in these assays?
RTF Ca sens act: 0; Rtt109 Vps75: 9; SR-BI uptake up: 4; DAGLB inhibitor: -5; CAL PDZ FP-1: -1.5; LANA DNA inh: 1.3; PKA-R2B act: 3; Keap1-Nrf2 PPI: -6; Cardiac RTF inh: 1

What do the screens show for `O=C(NCCc1c[nH]c2ccccc12)C(=O)NCC1OCCN1S(=O)(=O)c1ccccc1` (stereo unspecified)?
RTF Ca sens act: -1; Rtt109 Vps75: 19; SR-BI uptake up: -13; DAGLB inhibitor: 0; CAL PDZ FP-1: -1.6; LANA DNA inh: 0.4; PKA-R2B act: -10; Keap1-Nrf2 PPI: 0; Cardiac RTF inh: 18*; CAL PDZ FP-2: -3

What do the screens show for `COc1ccc(CN(C(=O)c2ccc3c(c2)OCCO3)C(C(=O)NC2CCCCC2)c2ccc3ncccc3c2)cc1` (stereo unspecified)?
RTF Ca sens act: 4; Rtt109 Vps75: -6; SR-BI uptake up: 7; DAGLB inhibitor: -1; CAL PDZ FP-1: -4.2; LANA DNA inh: -0.5; PKA-R2B act: -2; Keap1-Nrf2 PPI: 8; Cardiac RTF inh: -11; CAL PDZ FP-2: -22

How did O=C(CCCCCn1c(=S)[nH]c2cc3c(cc2c1=O)OCO3)N1CCN(c2ccc(F)cc2)CC1 do in these assays?
RTF Ca sens act: -7; Rtt109 Vps75: -10; SR-BI uptake up: -2; DAGLB inhibitor: 6; CAL PDZ FP-1: -0.2; LANA DNA inh: -0.4; PKA-R2B act: -6; Keap1-Nrf2 PPI: -4; Cardiac RTF inh: 1; CAL PDZ FP-2: 3

Results for COc1ccc(S(=O)(=O)N2CCC(C(=O)NCC3CCCO3)CC2)cc1Cl (stereo unspecified) ?
RTF Ca sens act: -3; Rtt109 Vps75: -7; DAGLB inhibitor: 1; CAL PDZ FP-1: -0.4; LANA DNA inh: -2.9; PKA-R2B act: -9; Keap1-Nrf2 PPI: -8; Cardiac RTF inh: 2

Results for Cc1ccc(CSCCNS(=O)(=O)c2ccc([N+](=O)[O-])cc2)cc1 ?
RTF Ca sens act: -1; Rtt109 Vps75: 1; SR-BI uptake up: 6; DAGLB inhibitor: -5; CAL PDZ FP-1: -1.7; LANA DNA inh: 0.8; PKA-R2B act: -1; Keap1-Nrf2 PPI: -2; Cardiac RTF inh: 2; CAL PDZ FP-2: -3
